Screens (PubChem BioAssay)
Spn DPM-DC inh: S. pneumoniae DPM-DC inhibitors, primary screen, biochemical, PK/LDH-coupled NADH fluorescence | purified DPM-DC | calls only at 10 µM | 65,000 tested, 0.49% active;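 active = the 320 compounds with the highest percent inhibition in the single-dose primary screen, excluding strongly autofluorescent ones, cut at about 32% in these data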;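 also: kinetic rate of NADH fluorescence loss reporting ADP formed by the decarboxylase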
LYP inhibition: LYP phosphatase inhibitors, primary screen, biochemical, DiFMUP fluorescence, recombinant catalytic domain, 10 µM (AID 606); 52,000 tested, under 10 active; inhibition, % at 10 µM; hits with a dose series show IC50 in µM; recombinant LYP catalytic domain, DiFMUP fluorescence; higher % means a stronger effect; Tyrosine-protein phosphatase non-receptor type 22 (Homo sapiens);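 active = IC50 under 40 µM in the dose-response test; inactive = IC50 of 40 µM or more, or never dose-tested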
HPDE-C7K KRASV12: cytotoxicity in KRAS-transformed pancreatic duct cells, primary screen, cell-based, fluorescence, HTS (AID 431). cytotoxicity, % at 10 µM, or EC50 in µM where a hit was titrated. 63,000 tested, 1.7% active. HPDE-C7K KRASV12 cells, Alamar Blue viability, 48 h; higher % means a stronger effect;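 active = compounds whose percent cytotoxicity in the single-dose primary screen, scaled between solvent and toxic-drug controls, exceeds 50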;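 also: 0% = DMSO solvent wells and 100% = doxorubicin-treated wells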
Alkaline phosphatase: human TNAP enzyme inhibitors, biochemical, luminescent (AID 518) | inhibition, % at 20 µM; hits with a dose series show IC50 in µM | Alkaline phosphatase, tissue-nonspecific isozyme (Homo sapiens) | 64,000 tested, 0.09% active | purified TNAP enzyme, luminescent substrate readout; higher % means a stronger effect; in the data active = a potency from the dose series; inactive = the rest, 99 in 100 with inhibition below about 22%;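 also: plate controls were vehicle for no effect and reference inhibitor for full effect; many of its hits are not listed in these tables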
PMK inhibit: S. pneumoniae PMK inhibitors, primary screen, biochemical, mevalonate pathway, pilot trial included; 65,000 tested, 0.49% active; AID 539, 2006; inhibition, % at 10 µM; purified PMK, PK/LDH-coupled NADH absorbance 340 nm;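 active = top-ranked compounds by inhibition in the single 10 µM screen, taking a fixed number of the strongest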;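 also: 0% = full reaction with DMSO carrier and 100% = background rate without enzyme reaction; no value below 0 was filed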
HPDE-C7 viability: cytotoxicity in HPDE-C7 cells, cell-based, fluorescence, HTS (AID 430) | 63,000 tested, 1.8% active | HPDE-C7 pancreatic duct cells viability, fluorescence; higher % means a stronger effect | cytotoxicity, % at 10 µM; hits with a dose series show EC50 in µM;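 also: cells exposed to compound for 48 hours before viability readout; 0% = vehicle and 100% = reference cytotoxic drug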
Bfl-1 inhibitors: Bfl-1 inhibitors, primary screen, biochemical, fluorescence polarization, FITC-Bid, mouse (AID 432). Bcl-2-related protein A1 (Mus musculus). FITC-Bid BH3 peptide fluorescence polarization displacement; higher % means a stronger effect. displacement, % at 20 µM, or IC50 in µM where a hit was titrated. 64,000 tested, 0.02% active; in the data active = a potency from the dose series; inactive = the rest, 99 in 100 with displacement below about 15%; also: strong numbers were not always called active
Spn MK inh: S. pneumoniae MK inhibitors, primary screen, biochemical, PK/LDH-coupled NADH absorbance. mevalonate kinase [Streptococcus pneumoniae D39]. 65,000 tested, 0.48% active. purified MK, PK/LDH-coupled NADH absorbance 340 nm. inhibition, % at 10 µM;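 active = ranked among the strongest by inhibition in the single 10 µM screen, a fixed top-ranked set picked for dose follow-up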; also: no value below 0 was filed
HT1080 viability: cytotoxicity in HT1080 fibrosarcoma cells, cell-based, fluorescence readout (AID 620); HT1080 viability, fluorescence; higher % means a stronger effect; cytotoxicity, % at 10 µM; hits with a dose series show EC50 in µM; 87,000 tested, 0.42% active;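 also: cells exposed to compound overnight then 4 h with Alamar Blue; 0% = vehicle DMSO and 100% = killing control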
PMK inhibit pilot replicates: also measured in PMK inhibit; calls as there; inhibition, %; measured here: pilot screen replicates
Spn MK inh pilot replicates: also measured in Spn MK inh; calls as there; inhibition, %; measured here: pilot screen replicates
Spn DPM-DC inh pilot screen %: recorded beside Spn DPM-DC inh, whose call it bears; inhibition, %; measured here: pilot screen trials
Active calls of the source: *; i = inactive; · = no result given; + = active, no number. Rule as the data show it, unless noted: active = cytotoxicity above about 50%; inactive = the rest.

SMILES	Spn DPM-DC inh	LYP inhibition	HPDE-C7K KRASV12	Alkaline phosphatase	PMK inhibit	HPDE-C7 viability	Bfl-1 inhibitors	Spn MK inh	HT1080 viability	others
CCCOc1ccc(/C(O)=C2/C(=O)C(=O)N(CCN(CC)CC)C2c2ccncc2)cc1 (stereo not given)	i	4%	7%	1%	0	1%	0%	5	1%
COc1ccc(C(c2nnnn2CCc2ccccc2)N2CCN(C3CCCC3)CC2)cc1 (stereo not given)	i	·	-1%	10%	11	-7%	-4%	8	1%
Cc1nnc(SCc2cc(=O)[nH]c(N3CCCCC3)n2)s1	i	-21%	8%	10%	0	-10%	5%	0	7%	PMK inhibit pilot replicates=4.0;Spn MK inh pilot replicates=0.5;Spn DPM-DC inh pilot screen %=5.0
Cn1c(N2CCN(C(=O)NCc3ccccc3)CC2)nc2ccccc21	i	-4%	-9%	3%	7	-6%	1%	·	-5%
COc1ccc(-n2c(SCC(=O)Nc3ccc(C(=O)O)cc3)nnc2-c2cccs2)cc1	i	12%	11%	12%	9	0%	-2%	8	-7%	PMK inhibit pilot replicates=1.0;Spn MK inh pilot replicates=3.0;Spn DPM-DC inh pilot screen %=0.0
CCOC(=O)CCCOC(=O)c1ccc(S(=O)(=O)N(C)C)cc1	i	8%	3%	15%	0	-6%	0%	10	-3%	PMK inhibit pilot replicates=5.0;Spn MK inh pilot replicates=0.0;Spn DPM-DC inh pilot screen %=2.5
COc1ccc(NC(=O)C2(N(CC(C)C)C(=O)Cn3nnnc3N)CCCCC2)cc1	i	·	-6%	7%	11	-10%	-3%	7	11%
CCOC(=O)N1CCN(C(=O)c2cn(C)c3ccc(S(=O)(=O)N4CCCC4)cc3c2=O)CC1	i	·	-2%	6%	7	-1%	-6%	5	-1%
N#CCSc1nc2c(c(C3CC=CCC3)c1C#N)CCC2 (stereo not given)	i	8%	-11%	17%	5	-17%	1%	9	-1%	PMK inhibit pilot replicates=2.5;Spn MK inh pilot replicates=0.0;Spn DPM-DC inh pilot screen %=0.5
CCN1C(=O)CS/C1=C(\C#N)S(=O)(=O)c1ccccc1	i	7%	0%	9%	9	-2%	-22%	8	4%
COC(=O)c1ccc(NC(=O)CSc2nnc(C)n2-c2ccccc2)cc1	i	4%	-9%	8%	0	-3%	-10%	5	0%
O=S(=O)(c1ccccc1)N1CCN(c2cc(-c3ccccc3)nc3ncnn23)CC1	i	·	-5%	12%	17	-13%	-8%	0	-4%

Pulled by compound from the entries so far, 4 records:
SMILES	Spn DPM-DC inh	LYP inhibition	HPDE-C7K KRASV12	Alkaline phosphatase	PMK inhibit	HPDE-C7 viability	Bfl-1 inhibitors	Spn MK inh	HT1080 viability	others
CCOC(=O)N1CCN(C(=O)c2cn(C)c3ccc(S(=O)(=O)N4CCCC4)cc3c2=O)CC1	i	·	-2%	6%	7	-1%	-6%	5	-1%
CCN1C(=O)CS/C1=C(\C#N)S(=O)(=O)c1ccccc1	i	7%	0%	9%	9	-2%	-22%	8	4%
COc1ccc(-n2c(SCC(=O)Nc3ccc(C(=O)O)cc3)nnc2-c2cccs2)cc1	i	12%	11%	12%	9	0%	-2%	8	-7%	PMK inhibit pilot replicates=1.0;Spn MK inh pilot replicates=3.0;Spn DPM-DC inh pilot screen %=0.0
CCOC(=O)CCCOC(=O)c1ccc(S(=O)(=O)N(C)C)cc1	i	8%	3%	15%	0	-6%	0%	10	-3%	PMK inhibit pilot replicates=5.0;Spn MK inh pilot replicates=0.0;Spn DPM-DC inh pilot screen %=2.5

Next entries.
SMILES	Spn DPM-DC inh	LYP inhibition	HPDE-C7K KRASV12	Alkaline phosphatase	PMK inhibit	HPDE-C7 viability	Bfl-1 inhibitors	Spn MK inh	HT1080 viability	others
COC(=O)c1ccccc1NC(=O)c1ccc2c(c1)C(=O)N(Cc1ccco1)C2=O	+	0%	-4%	10%	11	1%	-4%	4	7%
Cc1ccc2c(c1)N(CCCC(=O)NCc1cccnc1)C(=O)CO2	i	·	1%	3%	10	-6%	-3%	4	-7%
Cn1cccc1C(=O)Nc1nccs1	i	-2%	3%	2%	11	-3%	3%	5	2%
CCOc1ccc(NC(=O)c2cnsn2)cc1	i	2%	-9%	2%	0	-1%	1%	15	·
Cc1ccc2c(nc3s/c(=C/c4cccs4)c(=O)n32)c1C	i	·	-14%	7%	0	-8%	-1%	5	4%
Cc1c(-c2ccc(F)cc2)nc(N)c(C#N)c1-c1ccco1	i	4%	5%	0%	6	2%	-4%	10	-1%
Cc1ccc(S(=O)(=O)NC(C(=O)OCC(=O)NC2CCS(=O)(=O)C2)C(C)C)cc1 (stereo not given)	i	2%	14%	3%	14	-7%	4%	4	2%	PMK inhibit pilot replicates=0.5;Spn MK inh pilot replicates=0.0;Spn DPM-DC inh pilot screen %=0.0
CC(C)c1nc(=S)c2ccccc2[nH]1	i	11%	0%	6%	5	6%	-3%	9	1%
O=C(CCCN1C(=O)CSc2ncccc21)N1CCN(Cc2ccccc2)CC1	i	-6%	6%	12%	10	-1%	-3%	4	2%
CCOc1ccc(C2CC(c3ccc(OC)c(OC)c3)n3nc(N)nc3N2)cc1 (stereo not given)	i	-13%	-20%	-2%	8	-20%	4%	11	0%
COc1cccc(-c2nnc(SCC(=O)Nc3ccc(OC)c(OC)c3)n2N)c1	i	15%	-2%	11%	0	-18%	-2%	1	24%
O=C(CSc1nc2ccccc2o1)N1CCN(c2ccccc2)CC1	i	10%	-40%	9%	8	-25%	-13%	7	6%
CCNC(=O)CC1SC(=Nc2cccc(Cl)c2C)N(C)C1=O (stereo not given)	i	9%	-7%	7%	9	-9%	-5%	1	14%
O=C(c1ccc2c(c1)OCO2)[C@@H]1[C@@H]2C(=O)N(C3CCCCC3)C(=O)[C@@H]2C2c3ccccc3C=CN21 (stereo not given in full)	i	·	21%	11%	3	16%	-5%	0	-10%
CC(C)(C)S(=O)(=O)c1ccc2nc3c(n2c1)CCCC3	·	-5%	·	13%	14	·	-1%	15	-8%
CCOC(=O)C1=C(C)NC(=O)NC1/C=C/c1ccccc1 (stereo not given)	i	·	-3%	14%	19	-5%	1%	3	-5%
O=C(CSc1ccc2nnc(-c3cccc(F)c3)n2n1)NCc1ccco1	i	-14%	1%	12%	16	-10%	-1%	7	-10%
CCOC(=O)COc1ccc(S(=O)(=O)Nc2ccc3c(c2)OCCO3)cc1	i	0%	-22%	8%	14	-22%	-2%	3	·
N#Cc1c2n(c3c(=O)n(Cc4ccccc4Cl)cnc13)CCCCC2	i	4%	·	8%	13	·	-1%	6	20%
O=C(COc1cc(=O)n2c(n1)SCCC2)c1ccccc1	i	·	-1%	10%	3	0%	0%	6	24%
CCC(c1nnnn1Cc1ccco1)N(Cc1cc2cc(OC)ccc2[nH]c1=O)C1CCCCC1 (stereo not given)	i	-2%	33%	20%	12	98%*	-9%	9	-4%
Cc1noc(C)c1S(=O)(=O)Nc1ccc(C(=O)NCCc2ccccc2)cc1	i	5%	7%	19%	13	6%	23%	4	10%
CCCCn1c(=O)c2ccccc2c2ccccc2c1=O	i	0%	4%	7%	6	2%	-5%	3	2%
Cc1c2c([n+]3n1CCC3)CC(C)(C)CC2=O	i	1%	-14%	15%	7	-8%	2%	1	8%
CSc1ccc2nnc(-c3cccc(F)c3)n2n1	i	11%	13%	13%	17	-2%	-4%	7	-12%
Cc1ccccc1Cn1nc(C)c(NC(=O)c2noc3c2CCc2ccccc2-3)c1C	i	-5%	25%	12%	0	23%	-2%	1	0%	PMK inhibit pilot replicates=0.5;Spn MK inh pilot replicates=0.0;Spn DPM-DC inh pilot screen %=0.0
Cc1ccccc1Cn1cc(NC(=O)c2noc3c2CC(C(C)(C)C)CC3)cn1 (stereo not given)	i	8%	-6%	14%	20	26%	6%	5	-2%
O=C(NCc1ccco1)c1noc2c1CCCCC2	i	-10%	-8%	13%	8	-5%	-5%	7	-6%	PMK inhibit pilot replicates=3.5;Spn MK inh pilot replicates=1.0;Spn DPM-DC inh pilot screen %=2.5
CCC(c1nnnn1C1CCCCC1)N(Cc1ccco1)Cc1cc2ccc(OC)cc2[nH]c1=O (stereo not given)	i	·	64%*	12%	5	57%*	-3%	12	12%
CCOCCOC(=O)C1=C(C)Nc2ccc(C)cc2S1	i	·	6%	6%	12	1%	15%	5	9%
CCOc1ccccc1Nc1nc(N)nc(CN(C)C2CCCCC2)n1	i	6%	34%	8%	10	6%	-4%	13	3%
CCc1nc(NCCCn2ccnc2)c2oc3ccccc3c2n1	i	2%	-5%	4%	6	-11%	0%	5	1%
N/C(CC(=O)Nc1cccc(C(F)(F)F)c1)=N/O	i	·	·	9%	15	·	-9%	7	9%
CCN(CC)S(=O)(=O)c1cccc(C(=O)Nc2nc3cc4c(cc3s2)OCCO4)c1	·	-8%	47%	5%	3	40%	-2%	0	-1%
CCCCOC(=O)Nc1sc2c(c1C(=O)OC)CCC2	i	11%	-1%	12%	14	-2%	-3%	5	3%
O=C(COC(=O)C1=COCCO1)Nc1ccc2c(c1)OCO2	i	·	2%	9%	12	7%	-6%	5	-3%
CCCCn1c(-c2nonc2NC(=O)c2ccccc2Cl)nc2ccccc21	i	6%	54%*	11%	13	69%*	-3%	0	25%
CCCOc1ccccc1C1NC(=O)NC(C)=C1C(=O)OCCOC (stereo not given)	i	8%	-16%	9%	20	-10%	2%	0	1%
COc1ccc(-n2c(Cc3cccn3C)nnc2SCC(=O)N2CCOCC2)cc1	i	3%	0%	6%	6	-5%	0%	16	-9%
CC1(NC(=O)N2CCCCC2)CCS(=O)(=O)C1 (stereo not given)	i	14%	-8%	7%	3	-3%	-2%	4	13%
O=C(OCc1cc2ccccc2[nH]c1=O)c1ccccn1	i	-1%	-18%	13%	3	-5%	-1%	8	7%
CC(=O)N1CCN(c2ccc(NCc3ccc(F)cc3)cc2)CC1	i	3%	-3%	2%	12	-2%	-8%	7	4%
O=C(O)CCCC(=O)NCCc1ccncc1	i	10%	19%	13%	14	5%	-6%	10	-4%	PMK inhibit pilot replicates=2.0;Spn MK inh pilot replicates=2.5;Spn DPM-DC inh pilot screen %=0.0
COc1ccc(N2CCN(C(=O)c3ccc(C)c(Cl)c3)CC2)cc1	i	20%	-4%	6%	5	-14%	-6%	4	-9%
Cc1cc(C(=O)O)c(CCCN)s1	i	10%	·	10%	10	·	2%	12	4%
CC1Oc2ccccc2N(CC(=O)c2ccccc2)C1=O (stereo not given)	i	·	-11%	10%	16	-3%	-12%	4	-18%
O=C(CCN1C(=O)c2ccccc2C1=O)Nn1cnnc1	i	21%	-21%	9%	7	-5%	-2%	0	6%
CC1CCCC(C)N1C(=O)CSc1nnc(NC(=O)Cc2cccs2)s1 (stereo not given)	i	-1%	-2%	12%	16	1%	-6%	0	0%
Cn1c(=O)cc(SCC(=O)NCC2CCCO2)c2ccccc21 (stereo not given)	i	8%	-9%	2%	16	-10%	-9%	0	4%
CCOC(=O)c1cc2c(=O)n3ccccc3nc2n(Cc2ccccc2)c1=N	·	3%	3%	18%	20	-10%	-3%	3	3%	PMK inhibit pilot replicates=6.5;Spn MK inh pilot replicates=0.0
